Eya2 phos inh: blocks the phosphatase activity of human Eya2; recombinant Eya2, OMFP fluorescence dephosphorylation (OMFP is methylfluorescein phosphate); Potency, µM (top dose mostly 76.9 µM), for inactives: at the highest dose activity, negative = inhibition, hits mostly inhibitors; 330,000 tested, 0.006% active; note: potency is the fitted concentration of half-maximal effect; % is set by controls: 0 for no effect and ±100 for the full control effect
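Eya2 protein (added as 0.2 uM solution) was preincubated with compound for 10 min at ambient temperature in 50 mM HEPES pH 7.5, 50 mM NaCl, 5 uM MgCl2, 0.05% BSA, 1 mM DTT. OMFP (added at 50 uM) then reacted 10 min; fluorescence read at 485/525 nm.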
Tb PFK inh: T. brucei PFK enzyme inhibition | AID 485367 | O15648 | Potency, µM (series often up to 57.5 µM), for the others: at the highest dose activity, negative = inhibition, hits mostly inhibitors | T. brucei PFK, ADP-Glo luminescence | 330,000 tested, 0.17% active;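 note: potency is the fitted concentration of half-maximal effect; 0% = uninhibited 1x PFK enzyme wells and -100% = no-enzyme wells; nearly all actives have a fitted effect of over 60% in size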
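Compounds were pin-transferred as a titration series up to 57 uM into substrate buffer (0.5 mM F6P, 0.1 mM ATP, pH 8.0), then 1.25 nM PFK was added and reactions ran 45 min before ADP-Glo detection.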
AT treatment: potential ataxia-telangiectasia treatments restoring KAP-1 phosphorylation. Potency, µM (doses to about 57.5 µM), inactives show at the top dose activation, most hits filed as activators. 320,000 tested, 0.19% active. […] A-T fibroblasts, KAP-1 phosphorylation AlphaLISA; neocarzinostatin DNA damage 30 min before lysis; note: potency is the fitted concentration of half-maximal effect; % of control where 0% means no effect; nearly all actives have a fitted effect of over 45% in size
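hTERT-immortalized A-T patient fibroblasts ([…]), 500 cells/well in OPTI-MEM, 1% FBS, got compounds for 60 min, then NCS for 30 min at 37C. Lysates were then assayed for phospho-KAP-1 by AlphaLISA (anti-pKAP1 donor, anti-KAP1 acceptor beads), 6 hr at 25C.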
TSHR antag: antagonists of human thyroid stimulating hormone receptor | P16473 | TSHR-expressing cells, TSH-stimulated cAMP HTRF, 2 h; stronger effect = lower value | activity change, negative = inhibition, % at 11.5 µM | 330,000 tested, 0.2% active;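 active = activity change below a set negative limit, meaning inhibition stronger than a set level, cut at about -70% in these data; inconclusive = activity change between two set negative limits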; note: % is set by controls: 0 for no effect and ±100 for the full control effect
Target sequence (P16473 whole entry, looked up): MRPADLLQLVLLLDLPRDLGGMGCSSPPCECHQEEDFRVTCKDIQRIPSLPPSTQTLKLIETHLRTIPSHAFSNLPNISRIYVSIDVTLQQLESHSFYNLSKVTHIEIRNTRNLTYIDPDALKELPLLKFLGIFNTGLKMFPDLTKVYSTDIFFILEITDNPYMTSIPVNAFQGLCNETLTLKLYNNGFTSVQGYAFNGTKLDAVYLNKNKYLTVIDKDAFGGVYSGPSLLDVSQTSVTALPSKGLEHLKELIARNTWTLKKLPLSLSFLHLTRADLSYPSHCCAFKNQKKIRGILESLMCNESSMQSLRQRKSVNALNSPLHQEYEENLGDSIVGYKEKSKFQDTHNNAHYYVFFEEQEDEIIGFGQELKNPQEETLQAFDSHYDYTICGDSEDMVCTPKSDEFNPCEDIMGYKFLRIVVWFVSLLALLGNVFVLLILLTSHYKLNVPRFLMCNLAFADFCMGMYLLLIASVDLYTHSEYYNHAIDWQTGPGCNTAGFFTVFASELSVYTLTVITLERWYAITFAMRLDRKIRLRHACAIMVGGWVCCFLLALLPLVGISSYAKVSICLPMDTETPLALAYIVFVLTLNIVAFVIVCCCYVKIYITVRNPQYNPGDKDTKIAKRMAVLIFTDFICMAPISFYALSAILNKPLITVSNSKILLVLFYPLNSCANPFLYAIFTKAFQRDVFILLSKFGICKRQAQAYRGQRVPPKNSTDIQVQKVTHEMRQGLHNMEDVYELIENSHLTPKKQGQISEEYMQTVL
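Competitive HTRF cAMP read-out (cryptate anti-cAMP antibody, cAMP-d2; 30 min, room temperature) in freshly harvested TSHR cells. Compounds added before TSH at EC80 (4nM final), followed by 2 hours' incubation at 37 deg C.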
Mito fusion yeast: blocks mitochondrial division or promotes mitochondrial fusion; 320,000 tested, 0.23% active; S. cerevisiae fusion-defective mutant growth rescue, CellTiterGlo 48 h; Potency, µM (series often up to 46.1 µM), for the others: at the highest dose growth rescue (activation), hits mostly activators;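 note: potency is the fitted concentration of half-maximal effect; % of control where 0% means no effect; nearly all actives have a fitted effect of over 45% in size; temperature-sensitive fusion mutants such as fzo1-1 at 37 °C on non-fermentable ethanol glycerol medium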
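Yeast fusion mutant, YPEG (non-fermentable carbon), compound, 48 h at 37C non-permissive; CellTiterGlo added, 10 min RT, luminescence read. Rescued growth = division inhibition.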
a7 integrin act: activators of alpha7 integrin expression for muscular dystrophy. alpha7betagal myoblasts, beta-gal FDG fluorescence, 48 h. Potency, µM (top dose mostly 38.3 µM), without a hit: at the top dose activation, actives largely listed as activators. 350,000 tested, 0.064% active;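 note: potency is the fitted concentration of half-maximal effect; 100% = response of the positive control SU9516; nearly all actives have a fitted effect of over 60% in size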
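Alpha7betagal+/- myoblasts (passage 13) were plated 16-24 hr, then exposed to compounds (1:260 dilution of DMSO stock) for 48 hours at 37C. After MPER lysis, β-galactosidase reporter activity was read as FDG fluorescence (ex 480/em 540) after 30 minutes.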
BCR signal inh: chronic active BCR signaling inhibition | ABC-DLBCL IkBa-CBG/CBR reporter, luminescence ratio, 4 h | Potency, µM (doses to about 46.1 µM), without a hit: at the top dose ratio change, negative = lower green/red ratio, most hits filed as inhibitors | 340,000 tested, 0.05% active | AID 493014; active = well fitted inhibition curve with a large enough effect in the signal ratio, with a control signal flat, not every such curve was filed as active; inconclusive = small, poorly fitted or top-dose-only effect, or effect the other way, or a change in a side signal; the % refers to the signal ratio;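 note: potency is the fitted concentration of half-maximal effect; plate controls were basal doxycycline-induced cells for no effect and cells given 10 µM MG132 for full effect; MG132 reads +100%, hits lower the ratio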
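Doxycycline induced both beetle luciferases in TMD8 lymphoma cells; IKK-driven degradation limits the IkappaBalpha-fused green signal, while red luminescence normalises for cell number and nonspecific effects. Compounds tested up to 46 uM, 4 hrs.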
PTAP TSG101 blk: blocks PTAP/TSG101 interaction to inhibit HIV-1 budding. Potency, µM (series often up to 115 µM), for inactives: top-dose activity change, negative = inhibition, actives largely listed as inhibitors. 340,000 tested, under 10 active. Fluorescence polarization, FITC-PTAP peptide / Tsg101 binding. Q99816; active = well fitted inhibition curve with a large enough effect in the main read-out, with a control signal flat, not every such curve was filed as active; inconclusive = small, poorly fitted or top-dose-only effect, or effect the other way, or a change in a side signal; inactive = no such curve, though single readings can be large or run the other way; note: potency is the fitted concentration of half-maximal effect; % of control where 0% means no effect
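Fluorescence polarization binding of Tsg101 binding domain (10 uM final) to FITC-labeled PTAP peptide (50 nM final) in HEPES pH 7.5 buffer with NaCl, Tween 20, EDTA, TCEP. Compounds added before peptide; binding 20 min at RT.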
ELG1 repair inh: ELG1-dependent DNA repair inhibition. HEK293T ELG1-luciferase reporter, luminescence, 16 h; DNA damage induced by 5-fluorouridine. Potency, µM (titrated, usually from 46.1 µM), for the others: at the highest dose activity change, negative = inhibition, hits mostly inhibitors. 330,000 tested, 2.3% active. AID 504467; note: potency is the fitted concentration of half-maximal effect; % is set by controls: 0 for no effect and ±100 for the full control effect; nearly all actives have a fitted effect of over 55% in size
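Luminescence from the luciferase reporter, measured 30 min after ONE-Glo reagent at room temperature, was the read-out. Beforehand, 2,000 cells per well were exposed for 16 hr at 37 °C to 5-fluorouridine together with compound or vehicle.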
TCR act: T cell receptor activation; Potency, µM (series often up to 9.22 µM), for inactives: at the top dose activation of IL-2 secretion, most hits filed as activators; AID 504894; primary human leukocytes, anti-CD3, IL-2 HTRF, 48 h; 330,000 tested, under 10 active; note: % of control where 0% means no effect
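Human primary leukocytes + a-CD3 beads + cpd, 48 hr; IL-2 in supernatant by HTRF (ex 320nm / em 665nm). No co-stimulatory signal supplied.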
ASM inhibitor: blocks human secretory acid sphingomyelinase; P17405; placental ASM, HMU-PC fluorogenic substrate, 60 min; Potency, µM (series often up to 57.5 µM), for inactives: at the highest dose activity change, negative = inhibition, usual class: inhibitors; 340,000 tested, 0.006% active; AID 504937; note: potency is the fitted concentration of half-maximal effect
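Human placenta-derived ASM enzyme was preincubated with compound for 10 minutes at room temperature, then given fluorogenic substrate HMU-PC0 (9 uM final) for 60 minutes at 37 °C; a pH 10 stop preceded fluorescence reading at Ex 386/Em 447 nm.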
* marks the source's active call; other numbers are inactive results; ? = inconclusive; / = no result given; [ ] = dose if it differs, or a comment. Unless noted, calls come from the whole dose curve; as a rule, active = well fitted curve in the direction sought with a large enough effect; inconclusive = small, poorly fitted or top-dose-only effect, or another doubt; inactive = no such curve, though single readings can be large; an effect the other way counts as inactive or inconclusive.

SMILES	Eya2 phos inh	Tb PFK inh	AT treatment	TSHR antag	Mito fusion yeast	a7 integrin act	BCR signal inh	PTAP TSG101 blk	ELG1 repair inh	TCR act	ASM inhibitor
Cc1nnc(N(Cc2ccccc2)C(=O)c2cnccn2)s1	0%	-2%	3%	-7	-4%	-3%	2%	-1%	2%	-34%	5%
N=C1SCC(=O)N1c1ncc(Cc2ccc(F)cc2)s1	5%	-14%	6%	-6	5%	-58%[inhibitor]	?	-2%	?	1%	0%
CCN(CC)CCNC(=O)CS(=O)Cc1nc(-c2ccc(C)cc2)oc1C (stereo not given)	-6%	1%	-1%	-3	1%	-19%	3%	-14%	13%	-1%	-2%
CC1Cc2nc(SCC(=O)NCc3ccccc3)n(Cc3ccccc3)c(=O)c2S1 (stereo not given)	-3%	4%	-7%	-35	3%	18%	?	-1%	12%	0%	-3%
CCOC(=O)c1c(N)sc(C(=O)OCCOC)c1C	0%	-9%	-1%	0	5%	8%	-13%	-2%	?	2%	-3%
Cc1c(CCO)c(=O)[nH]n1S(=O)(=O)c1ccc([N+](=O)[O-])cc1	15%	-19%	11%	-2	4%	-37%	0%	-6%	0%	-4%	-1%
c1cncc(Nc2nc(-c3cccnc3)cs2)c1	-13%	3%	14%	-9	-9%	-12%	?	-2%	-22%	0%	-1%
CCOC(=O)c1ccc(NC(=O)CS(=O)(=O)c2cn(CC)c3ccccc23)cc1	-21%	0%	4%	0	-1%	5%	?	-8%	?	-6%	-20%
COC(=O)C1=C(C)NC2=C(C(=O)CCC2)C1c1ccsc1 (stereo not given)	3%	-7%	12%	-2	1%	/	0%	/	0%	/	/
COc1ccc(C(=O)NNC(=O)C2CCCN(C3CC(=O)N(c4ccccc4)C3=O)C2)cc1 (stereo not given)	-7%	2%	2%	-3	-15%	-10%	1%	-2%	18%	4%	5%
CCCOc1ccc(CSC2=NCCN2)cc1[N+](=O)[O-]	7%	3%	0%	5	-7%	6%	?	-8%	-4%	-2%	3%
COc1ccc(C)cc1NC(=O)C1CC(=O)OC12CCCCC2 (stereo not given)	-1%	-5%	/	5	-1%	-23%[7.66 µM]	?	1%	13%	1%	-3%
CCOc1ccc(CCNC(=O)CN2C(=O)CCSc3ccccc32)cc1	-11%	0%	-2%	4	-8%	-12%	?	1%	11%	-4%	1%
COc1cc2c(cc1OC)CN(C(=O)CN1CCN(S(=O)(=O)c3ccccc3)CC1)CC2	8%	5%	6%	-11	1%	-17%	-1%	-2%	-6%	9%	3%
CCOC(=O)NN1C(=O)c2ccccc2NC1c1ccccc1O (stereo not given)	3%	-3%	11%	8	-1%	29%	2%	-1%	3%	3%	36%[activator]
O=C(NCCCc1ccccc1)c1cc(COc2c(F)cccc2F)on1	-1%	1%	10%	-14	20%	-2%	10%	-1%	?	0%	-1%
CCOC(=O)c1cc(NC(=O)c2ccco2)ccc1N1CCOCC1	-7%	2%	0%	-5	5%	0%	3%	-1%	7%	-2%	4%
CC1CC(C)CN(CC(=O)Nc2cc(S(=O)(=O)N3CCOCC3)ccc2N2CCCC2)C1 (stereo not given)	-29%	4%	-4%	2	0%	0%	7%	-1%	8%	-7%	-1%
COc1ccc(C2CC(c3ccccc3)=NN2C(=O)CSc2nccc(=O)[nH]2)cc1 (stereo not given)	-11%	-2%	-7%	-11	1%	?	?	-5%	?	-1%[46.1 µM]	1%
O=c1[nH]c(CSc2ncnc3sccc23)nc2cc(C(F)(F)F)ccc12	-3%	0%	-27%	19	-5%	-25%	2%	-5%	24%	3%	13%
CC(C)CNC(=S)NNC(=O)c1ccc(OC(F)F)cc1	-19%	2%	-2%	-2	-6%	-22%	0%	-5%	?	1%	3%
C=CCN1C(=NC(=O)CCCC(=O)O)SC2CS(=O)(=O)CC21 (stereo not given)	-6%	1%	8%	0	5%	8%	0%	-5%	-17%	7%	0%
C=CCOc1ccc(C2N3CC4(CC)CN2CC(CC)(C3)C4=O)cc1 (stereo not given)	-9%	-6%	9%	-10	-1%	14%	8%	-4%	-19%	-10%	2%
CC(C)Cn1c(SCC(=O)Nc2ccc3[nH]c(=O)[nH]c3c2)nc2ccccc2c1=O	-11%	-13%	4%	-5	2%	-21%	?	-3%	-24%	12%	-13%
O=S(=O)(NCc1cccnc1)c1ccc(Br)s1	0%	7%	8%	-6	5%	-1%[7.66 µM]	3%	-2%	-12%	0%	-1%

The listing continues.
SMILES	Eya2 phos inh	Tb PFK inh	AT treatment	TSHR antag	Mito fusion yeast	a7 integrin act	BCR signal inh	PTAP TSG101 blk	ELG1 repair inh	TCR act	ASM inhibitor
Cc1cc(N2CCN(c3ccccc3)CC2)nc2ccccc12	-8%	-5%	10%	-13	-2%	-7%	?	-2%	11%	7%	5%
NC(=O)CC(NC(=O)c1cccc(Br)c1)c1ccc(N2CCN(c3ccccn3)CC2)c([N+](=O)[O-])c1 (stereo not given)	0%	4%	1%	-6	1%	0%	-10%	-2%	1%	-6%	6%
Cc1ccc(-c2c(C#N)c(N)n(-c3ccc(C)cc3)c(=O)c2C#N)cc1	9%	0%	1%	-4	2%	-8%	5%	0%	-2%	5%	61%
O=C(Nc1cc2c(cc1Br)OCCCO2)c1ccccc1	-6%	3%	3%	0	15%	16%	4%	-2%	?	-2%	8%
O=[N+]([O-])c1ccc(/C=C/c2nc3ccc([N+](=O)[O-])cc3[nH]2)cc1	-6%	1%	/	4	15%	9%	6%	-1%	-11%	16%[46.1 µM]	-3%
O=[N+]([O-])c1cccc(/C=N/Nc2cc(N3CCOCC3)ncn2)c1	-3%	2%	-9%	-12	-13%	5%	3%	0%	13%	2%	-2%
CC(=O)N1CCc2cc(S(=O)(=O)CCC(=O)NCc3ccc(F)cc3)ccc21	5%	-8%	4%	2	-3%	-22%	-8%	-7%	-3%	-1%	0%
CCOC(=O)c1c(NC(=O)c2ccco2)sc(C(=O)N2CCCC2)c1C	11%	-1%	-2%	-9	4%	1%	0%	0%	?	0%	-4%
CC(=O)c1coc2c1cc(O)c1ccccc12	2%	0%	/	-2	-1%	2%	6%	1%	?	2%	-2%
O=C(CCC1CCCN(C(=O)c2cncs2)C1)NCc1ccc(F)c(F)c1 (stereo not given)	-3%	-29%	1%	10	13%	4%	2%	-5%	5%	-8%	0%
C[C@H]1CC[C@H]2C(=O)N3[C@H](c4ccccc4Br)[C@@H](C)CC[C@H]3C(=O)N2[C@@H]1c1ccccc1Br	6%	3%	1%	-6	22µM*	/	-1%	/	?	/	/
COCCCNC(=O)C1CCC(CNS(=O)(=O)c2ccc(C)cc2)CC1 (stereo not given)	5%	2%	-2%	10	-4%	/	8%	/	-5%	/	/
COC(=O)c1cc2ccsc2n1CC(=O)Nc1cc(C)cc(C)c1	1%	0%	1%	4	-4%	0%	?	-1%	4%	-4%	1%
O=C1CCCc2c1nc(-c1ccccc1)n2O	6%	-3%	-8%	-2	-7%	-23%[7.66 µM]	-2%	-5%	9%	-4%	0%
Cc1ccc(C(=O)Oc2ccc([N+](=O)[O-])cc2)cc1S(=O)(=O)N1CCCCCC1	6%	1%	2%	-3	0%	19%	8%	-3%	10%	-1%[46.1 µM]	-3%
CCCCNC(=O)NC1CCCC1	-3%	0%	-3%	8	1%	3%	-1%	-3%	13%	-5%[46.1 µM]	5%
O=C1c2ccccc2-c2onc3c(Oc4ccccc4)cc(O)c1c23	-17%	-21%	-6%	-1	-3%	/	23%	/	?	/	/
O=C(NC1CCCC1)C(c1ccncc1)N(C(=O)c1csnn1)c1ccc(F)c(Cl)c1 (stereo not given)	-6%	-1%	-6%	-1	-2%	-24%	0%	-6%	-1%	2%	0%

Screening data (PubChem BioAssay)
